ADAM10 inh: ADAM10 inhibition, QFRET primary screen. O14672. recombinant ADAM10, EDANS/DABCYL FRET peptide cleavage, 3 h. inhibition, % at 7 µM. 370,000 tested, 0.62% active;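 active = inhibition above a per-campaign cutoff equal to the mean of compounds falling between control-based bounds plus 3 SD, cut at about 20% in these data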;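 note: 0% = DMSO wells while the 100% control is not disclosed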
PLCb3 inh: PLC-beta3 (human) inhibition, primary screen. Purified PLC-beta3, fluorogenic substrate, fluorescence. Q01970. inhibition, % at 12.2 µM. AID 720704. 370,000 tested, 0.18% active; in the data active = inhibition above about 11%;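 note: 0% = median of compound wells on plate and 100% = full blocker control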
Target sequence (Q01970 whole entry, looked up): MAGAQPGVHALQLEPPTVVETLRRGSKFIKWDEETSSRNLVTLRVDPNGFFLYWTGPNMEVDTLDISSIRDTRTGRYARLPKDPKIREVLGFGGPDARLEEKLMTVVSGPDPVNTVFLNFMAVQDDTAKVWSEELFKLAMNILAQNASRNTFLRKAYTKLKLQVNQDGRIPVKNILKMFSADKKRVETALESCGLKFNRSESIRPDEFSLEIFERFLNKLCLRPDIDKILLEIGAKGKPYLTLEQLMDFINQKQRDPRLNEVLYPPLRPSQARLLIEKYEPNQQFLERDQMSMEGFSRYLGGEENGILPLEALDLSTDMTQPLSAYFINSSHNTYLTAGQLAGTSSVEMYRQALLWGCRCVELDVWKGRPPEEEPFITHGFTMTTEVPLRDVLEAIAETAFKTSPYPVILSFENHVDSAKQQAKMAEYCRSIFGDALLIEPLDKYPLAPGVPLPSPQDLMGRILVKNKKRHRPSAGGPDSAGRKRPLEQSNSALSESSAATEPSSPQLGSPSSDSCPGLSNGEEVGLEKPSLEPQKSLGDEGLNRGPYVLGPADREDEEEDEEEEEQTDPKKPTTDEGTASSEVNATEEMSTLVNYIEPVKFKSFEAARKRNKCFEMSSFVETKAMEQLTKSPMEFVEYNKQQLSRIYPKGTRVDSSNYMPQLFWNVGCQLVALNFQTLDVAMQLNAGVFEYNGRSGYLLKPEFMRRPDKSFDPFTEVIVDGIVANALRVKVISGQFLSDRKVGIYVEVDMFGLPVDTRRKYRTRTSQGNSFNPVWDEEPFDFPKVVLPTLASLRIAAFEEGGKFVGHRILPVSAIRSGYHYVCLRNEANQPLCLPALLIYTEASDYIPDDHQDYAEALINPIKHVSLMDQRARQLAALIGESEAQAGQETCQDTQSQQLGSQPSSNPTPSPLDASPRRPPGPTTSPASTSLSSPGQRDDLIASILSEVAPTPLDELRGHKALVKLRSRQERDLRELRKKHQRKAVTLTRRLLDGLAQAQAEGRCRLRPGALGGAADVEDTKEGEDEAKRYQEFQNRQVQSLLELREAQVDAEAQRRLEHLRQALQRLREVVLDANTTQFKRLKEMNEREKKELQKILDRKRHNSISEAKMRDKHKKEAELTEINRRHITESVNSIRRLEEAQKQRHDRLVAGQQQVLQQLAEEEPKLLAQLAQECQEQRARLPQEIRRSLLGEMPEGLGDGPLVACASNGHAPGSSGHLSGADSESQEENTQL
DDE Tn7 FP inh: disrupts Tn7 cyclic peptide binding to fibrin D-Dimer-E complex; 370,000 tested, 0.13% active; P02675; FP displacement of FITC-Tn7 peptide from fibrin DD(E); 0% = median of compound wells per plate; inhibition, % at 8.3 µM; AID 720508;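 active = inhibition above the mean of compounds falling within the control limits plus 3 SD of them, cut at about 14% in these data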;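 note: 0% = plate median of compound wells and 100% = 10 µM Aha-Tn7 peptide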
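Test system: human clot-derived fibrin DD(E) complex / Quantity: 2 µM final DD(E) protein / Incubation: 10 min plus 3 h, room temperature / Measured by: fluorescence polarization / Benchmarks: high control of 10 µM Aha-Tn7 peptide / Replicates: singlicate testing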
TDP2 inh: blocks human TDP2 phosphodiesterase activity; inhibition, % at 12.8 µM; 370,000 tested, 0.34% active; O95551; recombinant TDP2, T5PNP hydrolysis, p-nitrophenol absorbance 415 nm;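 active = inhibition above the mean of all tested compounds plus 3 SD, set per campaign, cut at about 25% in these data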;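 note: 0% = DMSO with enzyme and 100% = buffer with substrate but no TDP2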
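Test system: Human TDP2 enzyme | Reagent: 5 mM T5PNP | Compound dosing: 12.8 µM single point, 1% DMSO | Incubation: Enzyme reaction with compound for 2 h at 37 °C | Technique: p-Nitrophenol epi absorbance | Read-out: % inhibition relative to enzyme-containing and enzyme-free wells | Benchmarks: High control without enzyme, low control DMSO plus TDP2 | Replicates: Singlicate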
ADAM17 inh: inhibits human ADAM17 | P78536 | recombinant ADAM17, EDANS/DABCYL FRET peptide cleavage | inhibition, % at 6.95 µM | 370,000 tested, 0.83% active | AID 720648;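 active = inhibition above the mean of compounds lying between control limits plus 3 SD, set per campaign, cut at about 8.5% in these data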;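 note: 0% = DMSO-only wells as the low control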
SIAE inh: blocks human sialic acid acetylesterase; SIAE FP-Rh probe binding, fluorescence polarization; AID 1053197; inhibition, % at 9.66 µM; 370,000 tested, 0.69% active;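 active = inhibition above a cutoff: mean of compounds within the control limits plus 3 SD of those, cut at about 17% in these data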;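 note: 0% = plate median of compound wells and 100% = probe without SIAE protein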
DDE Tn6 FP inh: disrupts Tn6 cyclic peptide binding to fibrin D-Dimer-E complex | Fibrin DD(E) TRITC-Tn6 fluorescence polarization displacement | inhibition, % at 8.3 µM | 370,000 tested, 0.21% active | AID 720509;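 active = inhibition above a per-campaign cutoff: mean of compounds within control limits plus 3 SD, cut at about 15% in these data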;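 note: 0% = median of all compound wells on the plate and 100% = blocking peptide control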
ARFGAP1 inh: inhibitors of rat ARFGAP1 | AID 651572 | inhibition, % at 16.5 µM | 360,000 tested, 0.26% active | Arfgap1-stimulated ARF1 GTP hydrolysis, GDP FP detection;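 active = inhibition above a per-plate limit, mean inhibition of low control wells plus 3 SD, cut at about 25% in these data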;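 note: 0% = DMSO wells with enzyme and 100% = wells lacking Arfgap1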
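Replicates: Single well per compound | Assay system: Truncated rat Arfgap1 GAP domain | Control set: No-Arfgap1 wells (100%) versus DMSO full-reaction wells (0%) | Times: Enzyme reaction 120 min at 25 °C after 20 min preincubation | Reagent: Human ARF1(Δ1-17)-GTP substrate | Measured by: Tracer-displacement fluorescence polarization with EDTA stop, 620/688 nm | Measure: Percent inhibition of Arfgap1-stimulated GTP hydrolysis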
PLC-gamma1 inh: PLC-gamma1 (human) inhibition, primary screen. P19174. purified PLC-gamma1, fluorogenic substrate, fluorescence. inhibition, % at 12.2 µM. 370,000 tested, 0.84% active; in the data active = inhibition above about 9.5%
ASAP1 inh: inhibitors of human ASAP1 ArfGAP activity. Q9ULH1. ASAP1-stimulated ARF1 GTP hydrolysis, GDP FP detection. inhibition, % at 16.5 µM. 360,000 tested, 0.19% active; in the data active = inhibition above about 25%;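 note: 0% = vehicle with enzyme and substrate and 100% = no enzyme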
* = called active by the depositor.

item	ADAM10 inh	PLCb3 inh	DDE Tn7 FP inh	TDP2 inh	ADAM17 inh	SIAE inh	DDE Tn6 FP inh	ARFGAP1 inh	PLC-gamma1 inh	ASAP1 inh	SMILES
1	-2.8	1.6	6.0	5.6	-0.8	3.1	2.4	-12.1	-1.4	-1.4	CC(C)[C@@H](CO)NS(=O)(=O)c1ccc(Br)cc1F
2	-5.8	-5.2	9.3	6.6	-1.0	0.1	-5.2	-11.8	-4.2	-3.1	CCOC(=O)C1(Cc2cccc(OC)c2)CCN(C2CCOCC2)CC1
3	-7.2	1.0	3.3	6.8	-5.2	1.2	7.5	-6.0	1.3	-6.2	COCCNC(=O)C1(C)CCCN(Cc2ccccc2N(C)C)C1 (stereo not drawn)
4	4.2	-2.8	0.2	-5.0	1.1	0.0	-1.2	-9.7	0.2	-4.9	CCC(C)NS(=O)(=O)c1ccc(S(=O)(=O)N(CC(=O)Nc2ccccc2)CC2CCCO2)cc1 (stereo not drawn)
5	-0.4	-2.2	4.2	4.7	-2.2	-3.1	1.5	1.8	4.7	12.0	C=Cn1cc[n+](CC(=O)c2ccc(Br)cc2)c1
6	-10.1	-10.4	1.2	-7.4	-3.6	-0.9	7.7	0.0	-1.1	-8.4	O=C(Nc1ccccc1Cl)NN1CCCCCC1
7	0.2	-5.2	-2.9	4.3	1.0	6.4	-2.7	-0.5	1.2	-3.5	COc1cc(C(=O)NC2CCCc3ccccc32)cc(OC)c1OC (stereo not drawn)
8	19.6	-5.9	5.2	-7.1	7.7	-49.4	-1.7	-0.1	0.0	6.2	COc1cccc(-c2nn(-c3ccc(C)cc3)cc2C(=O)N(C)CC(=O)Nc2cccc(F)c2)c1
9	18.3	2.8	-0.4	-8.3	1.3	-1.7	2.0	16.3	6.8	-7.0	CN(Cc1ccccc1)S(=O)(=O)c1ccc(NS(C)(=O)=O)cc1
10	0.5	4.5	2.6	17.5	-3.2	8.2	-1.2	-2.9	-2.3	-14.1	CCCCNC(=O)c1cc(C)no1
11	-6.9	4.0	1.1	-11.8	-0.9	-0.8	4.4	-5.0	2.4	4.5	COc1ccc(OC)c(C(O)c2ncc(-c3ccccc3Cl)[nH]2)c1 (stereo not drawn)
12	0.0	-1.4	-5.2	23.8	-1.0	3.9	4.1	21.0	1.1	-1.5	Cc1cnc(NC(=O)CC2CCCC2)s1
13	-5.3	-4.4	4.0	-8.3	4.1	-2.1	-2.6	14.6	4.5	1.3	O=C(c1ccc(N2C(=O)C3C4CC(C(Br)C4Br)C3C2=O)cc1)N1CCCCC1 (stereo not drawn)
14	6.6	-15.0	-4.1	-0.1	1.6	0.9	-0.1	-1.5	-8.7	-14.5	Cc1ccc(CNC(=O)C2CCN(S(=O)(=O)c3c(C)noc3/C=C/N(C)C)CC2)cc1
15	6.3	0.4	1.4	2.2	-4.0	-0.4	-4.1	11.8	-1.0	6.0	COc1ccc(Cl)cc1NC(=O)C12CCC(C)(C(=O)O1)C2(C)C (stereo not drawn)
16	-2.5	0.3	-0.1	-9.3	-3.7	-3.1	-2.5	10.4	-1.0	11.9	Cc1cc(NC(=O)c2cncc(Br)c2)n(-c2ccccn2)n1
17	-276.8	-144.8	0.6	1.7	-107.2	-1.5	2.6	14.1	-102.5	-2.5	NC(=O)c1nsc(C(=O)N(c2ccc(F)cc2)C(C(=O)NC2CCCC2)c2ccncc2)c1N (stereo not drawn)
18	-2.8	-9.5	0.7	21.6	-0.7	-0.2	5.2	-1.7	-1.8	-12.8	O=C(CCNS(=O)(=O)c1ccccc1F)N1CCN(S(=O)(=O)c2cccc(F)c2)CC1
19	-16.4	-10.8	-1.3	-8.8	4.4	0.8	1.9	2.6	-3.4	-10.7	CCNC(=O)Cc1ccc(S(=O)(=O)N2CCOCC2)s1
20	2.6	2.0	2.6	12.4	-3.6	5.3	3.9	10.0	-0.7	18.1	O/N=C(\c1ccccc1)C(O)c1ccccc1 (stereo not drawn)
21	10.5	4.3	-13.3	-4.6	9.5*	-14.7	-5.7	-4.0	6.2	8.0	CCOC(=O)[C@H]1[C@H]2COc3ccc(C)cc3[C@@H]2N2C(=O)c3cc(Br)ccc3NC(=O)[C@@]12C
22	-5.8	0.1	2.1	-7.3	0.0	5.3	-0.3	2.6	-0.3	-10.1	CCCOc1ccc(N2C(=O)CC(SCCN)C2=O)cc1 (stereo not drawn)
23	-2.0	1.9	-0.6	-3.0	-1.1	7.7	-3.5	7.1	0.7	-0.7	Cc1ccc(C)c(NC(=O)COC(=O)c2cccc(S(=O)(=O)N3CCCC3)c2)c1
24	-10.3	0.3	-1.7	2.9	-0.3	2.0	1.9	-5.8	-1.2	2.9	COc1ccccc1NC(=O)CSc1nc(O)c(Cc2ccccc2)c(=O)[nH]1
25	-2.6	4.2	-11.3	-4.6	5.9	-2.1	-1.4	-4.2	4.0	-6.6	CCCc1cc(=O)[nH]c2nnc(SCC(=O)Nc3nccs3)n12
26	4.4	0.8	8.9	5.8	-5.0	-2.7	3.2	0.8	0.7	-5.0	COc1ccc(/C=C/C(=O)O)cc1S(=O)(=O)N1CCc2ccccc21
27	11.6	2.1	4.1	0.0	4.7	2.9	-5.1	-19.6	-1.4	-5.8	CC(C)(C)CNC(=O)C1(C)CCN1C(=O)Cc1ccc(-c2ccccc2)cc1 (stereo not drawn)
28	6.8	-10.9	1.3	10.1	-1.5	10.4	4.0	10.1	-0.1	6.9	Cc1ccc(-n2nnnc2SCC(=O)NC2CC2)cc1C
29	-220.2	-100.8	-3.3	-1.9	-97.4	-4.6	-4.5	0.3	-62.6	-4.5	Cc1ccc2nc(C)cc(C(=O)OCC(=O)Nc3cccnc3Cl)c2c1
30	10.3	3.6	-1.3	5.9	-0.1	-4.4	2.5	12.4	6.9	-6.4	Cc1ccc(Cn2nnc(C(=O)Nc3cc(C)ccc3C)c2N)cc1
31	-2.2	-2.6	2.2	8.3	-0.1	2.6	-8.9	-4.6	4.8	-15.1	O=C(CN1CCN(C(=O)C2CCCO2)CC1)Nc1c(Cl)cccc1Cl (stereo not drawn)
32	6.5	2.7	2.7	-2.4	-1.9	0.7	-5.7	-3.5	2.2	8.4	Cc1cc(NC(=O)c2cc(-c3cccs3)on2)nn1Cc1ccc(Cl)cc1
33	-8.3	-5.2	-1.4	8.9	-4.8	4.1	-2.3	8.7	-2.7	-21.7	CCOC(=O)c1c(NC(=O)c2cccnc2)sc(C(C)=O)c1C
34	-4.1	-4.0	2.6	6.1	-4.5	-5.8	4.8	7.4	-1.7	-2.9	O=C(Cn1cnc2ccccc2c1=O)Nc1ccccc1N1CCOCC1
35	1.9	-0.7	-3.3	2.8	-3.7	0.1	5.9	4.2	2.5	-3.9	NS(=O)(=O)c1ccc(CCNC(=O)CN2CCN(S(=O)(=O)c3ccccc3F)CC2)cc1
36	-5.2	-0.5	4.8	8.4	1.9	-2.3	-6.9	3.2	-0.2	-6.5	COc1ccc(NC(=O)CSc2nnc(C3CC3)n2-c2ccccc2)cc1
37	-1.7	0.2	-8.1	-6.5	0.7	-22.6	-4.5	7.6	0.6	2.8	COc1ccc(-c2cc(C(=O)Nc3sc4c(c3C#N)CCCC4)c3ccccc3n2)cc1OC
38	19.4	7.7	-4.6	0.8	1.6	5.0	5.1	-3.8	6.3	10.3	CCOC(=O)CN1N=C(c2ccc(Cl)s2)CSC1=O
39	-172.6	-242.6	3.5	-2.2	-57.6	1.6	-5.3	-7.2	-161.6	-4.7	COC(=O)c1ccc2nc(-c3ccco3)c(Cc3ccc(C)cc3)n2c1
40	-5.3	-12.0	-6.6	14.1	-0.3	-3.5	0.1	7.0	-2.0	2.0	Cn1ncc(Br)c1C(=O)N1CCCC1
41	-12.0	-36.6	5.9	10.6	-5.7	-6.0	-0.8	9.5	-20.6	-6.8	CCCOC(=O)CSc1nc(N2CCOCC2)c2c(c1C#N)CC(C)(C)OC2
42	-7.5	-6.5	1.3	8.7	-4.6	-3.7	-2.4	-6.3	-6.3	2.5	O=C(Nc1ccnc(=O)[nH]1)c1sc2ccccc2c1Cl
43	4.2	0.5	12.4	-5.5	-0.5	3.7	8.8	-8.5	-1.6	-2.1	Cc1ccc(NC2=C(Cl)C(=O)OC2OC(=O)c2ccco2)c(C)c1 (stereo not drawn)
44	5.2	2.2	4.4	6.4	-2.4	1.9	-1.5	-6.0	0.7	2.2	CCc1nn(-c2cc(Oc3cccc4ccccc34)nc(-c3ccccc3)n2)c(N)c1C#N
45	-7.6	-3.1	7.3	1.1	-4.0	-1.0	-2.4	-2.2	4.2	-1.4	COc1ccc(CN(C(=O)c2oc3ccccc3c2C)C2CCS(=O)(=O)C2)cc1OC (stereo not drawn)
46	-5.2	0.2	-0.6	-6.3	0.0	5.5	-3.6	4.7	3.2	1.5	COc1ccccc1NS(=O)(=O)c1cc(C(=O)NCc2ccco2)ccc1C
47	2.1	-4.2	1.2	1.3	-0.7	4.4	-10.1	6.7	7.0	-0.3	COc1cccc(N2CCN(CC(=O)Nc3ccnn3C3CCCC3)CC2)c1

Just SIAE inh, TDP2 inh and PLC-gamma1 inh (2 entries from above):
no. | SMILES | SIAE inh | TDP2 inh | PLC-gamma1 inh
44 | CCc1nn(-c2cc(Oc3cccc4ccccc34)nc(-c3ccccc3)n2)c(N)c1C#N | 1.9 | 6.4 | 0.7
24 | COc1ccccc1NC(=O)CSc1nc(O)c(Cc2ccccc2)c(=O)[nH]1 | 2.0 | 2.9 | -1.2

Source: PubChem BioAssay
